Assay outcomes as filed in PubChem.
mHTT-CaM PPI inh: inhibitors of human mutant huntingtin-calmodulin interaction. P42858. inhibition, % at 15 µM. AlphaScreen His-mHTT/GST-CaM binding, luminescence. 190,000 compounds, 3.6% hits;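 further: 0% = both proteins with DMSO and 100% = one protein alone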
Target sequence (P42858 whole entry, looked up, stated change not applied): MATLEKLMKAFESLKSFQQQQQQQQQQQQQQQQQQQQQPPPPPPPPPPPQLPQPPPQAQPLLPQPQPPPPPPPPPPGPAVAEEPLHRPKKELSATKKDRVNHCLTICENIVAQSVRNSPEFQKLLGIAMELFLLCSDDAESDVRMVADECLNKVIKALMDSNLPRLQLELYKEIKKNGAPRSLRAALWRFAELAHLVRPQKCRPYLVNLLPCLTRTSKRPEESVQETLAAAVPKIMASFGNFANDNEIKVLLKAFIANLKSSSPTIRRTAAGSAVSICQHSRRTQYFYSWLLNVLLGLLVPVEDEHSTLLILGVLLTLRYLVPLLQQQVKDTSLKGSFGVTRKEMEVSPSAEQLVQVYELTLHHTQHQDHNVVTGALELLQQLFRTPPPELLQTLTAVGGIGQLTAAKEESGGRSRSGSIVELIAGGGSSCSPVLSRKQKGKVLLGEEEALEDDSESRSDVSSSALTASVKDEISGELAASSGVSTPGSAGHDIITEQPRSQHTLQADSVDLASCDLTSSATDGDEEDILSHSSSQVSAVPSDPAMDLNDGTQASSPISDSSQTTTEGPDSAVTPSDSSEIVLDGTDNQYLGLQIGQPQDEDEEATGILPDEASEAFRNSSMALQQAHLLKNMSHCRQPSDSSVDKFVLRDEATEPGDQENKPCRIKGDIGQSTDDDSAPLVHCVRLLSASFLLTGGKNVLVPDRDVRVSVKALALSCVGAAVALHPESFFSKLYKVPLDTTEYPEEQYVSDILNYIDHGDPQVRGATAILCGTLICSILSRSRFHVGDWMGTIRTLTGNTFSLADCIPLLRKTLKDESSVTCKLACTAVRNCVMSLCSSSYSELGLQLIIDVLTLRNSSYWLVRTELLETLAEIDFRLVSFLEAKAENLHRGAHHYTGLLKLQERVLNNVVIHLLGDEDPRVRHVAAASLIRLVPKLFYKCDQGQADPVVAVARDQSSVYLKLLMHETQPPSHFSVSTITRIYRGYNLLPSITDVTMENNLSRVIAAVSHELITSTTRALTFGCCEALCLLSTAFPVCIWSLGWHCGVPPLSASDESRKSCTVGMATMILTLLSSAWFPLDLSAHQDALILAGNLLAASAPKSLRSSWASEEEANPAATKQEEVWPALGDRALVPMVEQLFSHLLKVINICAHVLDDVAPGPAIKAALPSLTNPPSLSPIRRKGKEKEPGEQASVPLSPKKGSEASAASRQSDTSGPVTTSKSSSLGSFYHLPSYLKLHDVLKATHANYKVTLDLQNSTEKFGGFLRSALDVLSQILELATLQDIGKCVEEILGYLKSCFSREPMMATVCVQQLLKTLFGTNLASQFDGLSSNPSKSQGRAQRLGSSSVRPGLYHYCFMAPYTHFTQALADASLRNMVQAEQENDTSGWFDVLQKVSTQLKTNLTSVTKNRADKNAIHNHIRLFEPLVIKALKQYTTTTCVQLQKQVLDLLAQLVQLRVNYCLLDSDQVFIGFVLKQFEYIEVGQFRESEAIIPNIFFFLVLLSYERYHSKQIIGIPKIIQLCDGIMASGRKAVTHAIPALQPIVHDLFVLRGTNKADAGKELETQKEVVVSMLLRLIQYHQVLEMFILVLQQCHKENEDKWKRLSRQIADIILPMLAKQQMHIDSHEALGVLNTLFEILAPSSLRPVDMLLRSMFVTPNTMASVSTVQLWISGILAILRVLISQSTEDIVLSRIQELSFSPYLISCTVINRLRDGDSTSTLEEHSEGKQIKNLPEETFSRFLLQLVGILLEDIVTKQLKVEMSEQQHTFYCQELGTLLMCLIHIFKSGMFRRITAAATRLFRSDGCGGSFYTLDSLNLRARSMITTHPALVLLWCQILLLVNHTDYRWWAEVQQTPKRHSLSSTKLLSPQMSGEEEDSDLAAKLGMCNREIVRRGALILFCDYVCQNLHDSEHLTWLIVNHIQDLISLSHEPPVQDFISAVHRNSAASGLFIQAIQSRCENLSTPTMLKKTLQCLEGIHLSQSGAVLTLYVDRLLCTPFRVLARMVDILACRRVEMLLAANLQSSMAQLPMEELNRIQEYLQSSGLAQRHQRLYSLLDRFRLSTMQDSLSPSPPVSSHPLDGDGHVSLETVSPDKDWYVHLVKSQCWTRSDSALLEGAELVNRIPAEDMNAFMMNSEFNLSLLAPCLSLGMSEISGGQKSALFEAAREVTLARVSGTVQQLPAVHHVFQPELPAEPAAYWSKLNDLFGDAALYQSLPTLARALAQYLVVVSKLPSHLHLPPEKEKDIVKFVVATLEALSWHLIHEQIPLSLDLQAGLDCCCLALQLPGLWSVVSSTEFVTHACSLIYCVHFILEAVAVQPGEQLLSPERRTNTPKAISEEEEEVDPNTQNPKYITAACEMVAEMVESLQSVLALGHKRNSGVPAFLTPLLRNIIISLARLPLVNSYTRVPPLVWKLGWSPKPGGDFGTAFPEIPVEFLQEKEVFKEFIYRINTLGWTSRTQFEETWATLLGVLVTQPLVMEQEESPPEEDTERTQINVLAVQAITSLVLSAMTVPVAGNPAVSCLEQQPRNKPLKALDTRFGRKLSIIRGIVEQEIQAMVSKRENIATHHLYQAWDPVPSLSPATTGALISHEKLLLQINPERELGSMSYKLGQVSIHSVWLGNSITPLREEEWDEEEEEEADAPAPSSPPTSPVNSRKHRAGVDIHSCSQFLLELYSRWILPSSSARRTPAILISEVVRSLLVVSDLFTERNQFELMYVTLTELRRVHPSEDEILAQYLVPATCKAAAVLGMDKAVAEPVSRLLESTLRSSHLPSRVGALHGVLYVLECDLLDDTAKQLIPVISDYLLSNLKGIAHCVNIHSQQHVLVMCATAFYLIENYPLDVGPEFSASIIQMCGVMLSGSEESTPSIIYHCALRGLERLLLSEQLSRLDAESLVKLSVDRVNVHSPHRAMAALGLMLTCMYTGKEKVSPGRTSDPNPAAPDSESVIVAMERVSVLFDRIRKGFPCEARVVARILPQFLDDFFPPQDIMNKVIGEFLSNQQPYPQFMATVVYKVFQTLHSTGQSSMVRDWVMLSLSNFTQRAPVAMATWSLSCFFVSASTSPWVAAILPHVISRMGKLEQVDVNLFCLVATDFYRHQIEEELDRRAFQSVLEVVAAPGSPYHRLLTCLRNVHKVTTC
Pf apPOL inh: Pf-apPOL DNA polymerase inhibition; Recombinant Pf-apPOL, molecular beacon fluorescence, 1.5 h; inhibition, % at 10 µM; 210,000 compounds, 0.25% hits; AID 1794808
The depositor's hits bear a star; & = joins results of further samples. No stated cut-off is given here; in the data, active means inhibition above about 50%; inactive means the rest. Not all compounds are listed; count on the stated rates, not on these rows.

The opening 2 records, ahead of the listing:
`Cc1nc2ccc(NC(=O)c3cccnc3)cc2c(=O)n1-c1ccc(F)cc1` gave mHTT-CaM PPI inh 3 and Pf apPOL inh -5.
C=CCOc1ccccc1CN1CCCCCC1 was read as mHTT-CaM PPI inh -4 and Pf apPOL inh -5.

The list itself (from the top)
`Cc1nc2ccc(NC(=O)c3cccnc3)cc2c(=O)n1-c1ccc(F)cc1` gave mHTT-CaM PPI inh 3 and Pf apPOL inh -5.
C=CCOc1ccccc1CN1CCCCCC1 was read as mHTT-CaM PPI inh -4 and Pf apPOL inh -5.
Cc1ccc(C)c(CNC(=O)C2CCCN(c3nnc4ccccn34)C2)c1 (centres undefined) was read as mHTT-CaM PPI inh 4 and Pf apPOL inh -6.
For Cc1cc(F)ccc1NC(=O)C1Oc2ccccc2NC1=O (centres undefined) the results were mHTT-CaM PPI inh -5 and Pf apPOL inh -3.
`COc1cccc(C(=O)COc2ccc(N3C(=O)C4C5C=CC(C6CC56)C4C3=O)cc2)c1` (centres undefined) gave mHTT-CaM PPI inh 7 and Pf apPOL inh -3.
For CC(=O)c1ccc(C(=O)Nc2ccc3ncsc3c2)cc1 the results were mHTT-CaM PPI inh 7 and Pf apPOL inh 7.
`N#Cc1nc(COc2ccc(Cl)cc2)oc1NCCN1CCOCC1` gave mHTT-CaM PPI inh 5 and Pf apPOL inh 1.
Screening COc1cccc(OC)c1CCOC(=O)c1c(F)cccc1F returned Pf apPOL inh -16.
For Cc1cc(C(=O)Nc2nc3c(F)cccc3s2)no1 the results were mHTT-CaM PPI inh 0 and Pf apPOL inh 6.
`COc1cccc(C2CC(c3ccc(C)cc3)Nc3ncnn32)c1OC` (centres undefined) gave mHTT-CaM PPI inh 14 and Pf apPOL inh -6.
CC1C(=O)N(Cc2cn(Cc3ccco3)nn2)CCS(=O)(=O)N1Cc1ccc(-c2cccc(CO)c2)cc1 (centres undefined) was read as mHTT-CaM PPI inh 30 and Pf apPOL inh -3.
For CCNC(=O)C1CCCN(c2nc3ncn(CC(=O)Nc4ccccc4)c(=O)c3s2)C1 (centres undefined) the results were mHTT-CaM PPI inh -3 and Pf apPOL inh -3.
O=C(Cc1cccc(Cl)c1)Nc1cnc(N2CCCCC2)nc1 was read as mHTT-CaM PPI inh 5 and Pf apPOL inh -5.
CCN(CCNC(=O)C1CCCN(c2nnc3ccccn23)C1)c1ccccc1 (centres undefined) was read as mHTT-CaM PPI inh 32 and Pf apPOL inh -1.
`COc1ccc(OC)c(NC(=O)C2c3ccccc3C(=O)N(C)C2c2cccs2)c1` (centres undefined) gave mHTT-CaM PPI inh -7 and Pf apPOL inh -1.
For COc1ccc(C2N=C(c3ccc4c(c3)OCO4)CC(c3ccccc3O)N2)cc1OC (centres undefined) the results were mHTT-CaM PPI inh 23 and Pf apPOL inh -6.
O=C(CC(SCCO)c1ccc([N+](=O)[O-])cc1)c1ccco1 (centres undefined) was read as mHTT-CaM PPI inh -4 and Pf apPOL inh 0.
Screening O=C(Nc1ccc2nn(-c3ccccc3)nc2c1)c1ccc(Cl)c([N+](=O)[O-])c1 returned mHTT-CaM PPI inh 6 and Pf apPOL inh 6.
For COCC(=O)Nc1ccc2c(c1)OCO2 the results were mHTT-CaM PPI inh 6 and Pf apPOL inh -8.
Screening N#CC1=C(SCC(N)=O)NC(=O)CC1c1ccc(Cl)cc1 (centres undefined) returned mHTT-CaM PPI inh -3 and Pf apPOL inh -3.

Gathered by group: those above containing a cyano group.
`N#Cc1nc(COc2ccc(Cl)cc2)oc1NCCN1CCOCC1` gave mHTT-CaM PPI inh 5 and Pf apPOL inh 1.
Screening N#CC1=C(SCC(N)=O)NC(=O)CC1c1ccc(Cl)cc1 (centres undefined) returned mHTT-CaM PPI inh -3 and Pf apPOL inh -3.

Additional records follow:
For O=C(c1cc2ccccc2oc1=O)n1cc([N+](=O)[O-])cn1 the results were mHTT-CaM PPI inh -13 and Pf apPOL inh -7.
CN1CC=C2C(C#N)=C(N)C(C#N)(C#N)C(c3ccccc3)C2C1 (centres undefined) was read as mHTT-CaM PPI inh 4 and Pf apPOL inh 0.
Screening COc1ccc(CNC(=O)c2ccc(Cn3nc(C)c([N+](=O)[O-])c3C)o2)cc1 returned mHTT-CaM PPI inh 27 and Pf apPOL inh 0.
`CC(C)CC(=O)Nc1c2c(nn1-c1ccc(Cl)cc1)CS(=O)(=O)C2` gave mHTT-CaM PPI inh 1 and Pf apPOL inh -9.
`COCCN1C(=O)CCC2(CNC(=O)c3ccco3)CCCC12` (centres undefined) gave mHTT-CaM PPI inh -6 and Pf apPOL inh -1.
For Cc1cccc(OCC(=O)NCc2ccccn2)c1 the results were mHTT-CaM PPI inh -1 and Pf apPOL inh -1.
Fc1ccccc1CN1CCCCC1c1nc(-c2cccnc2)no1 (centres undefined) was read as mHTT-CaM PPI inh -8 and Pf apPOL inh -4.
O=C1OCCN1C(=O)[C@H]1[C@H](c2ccc(F)cc2)C(c2ccccc2)=NN1c1ccc(Br)cc1 was read as mHTT-CaM PPI inh 35 and Pf apPOL inh -2.
`O=C(Nc1cccc(F)c1C(=O)NCc1cccs1)c1cccs1` gave Pf apPOL inh -1.
Cc1cccc(C2=NN(c3ccccc3)[C@H](CO)[C@H]2C)c1 was read as mHTT-CaM PPI inh -5 and Pf apPOL inh -4.
Screening CSc1cccc(NC(=O)C2CCN(c3ncnc4c3nc3n4CCCCC3)CC2)c1 returned mHTT-CaM PPI inh 23 and Pf apPOL inh -2.
`Cc1ccc(N2CCN(C(=O)c3cn4cc(C)ccc4n3)CC2)cc1` gave mHTT-CaM PPI inh 23 and Pf apPOL inh -5.
COCCC1CCN(C(=O)COc2cccc(Cl)c2)CC1 was read as mHTT-CaM PPI inh -2 and Pf apPOL inh -2.
`O=C(NCc1ccccn1)C1CCN(c2nc3ccccc3o2)CC1` gave mHTT-CaM PPI inh 1 and Pf apPOL inh -12.
For CCCCOc1ccc2nc3c(nc2c1)C(=O)c1ccccc1C3=O the results were mHTT-CaM PPI inh 1 and Pf apPOL inh -2.
For C=CCNC(=O)N1CCC(C(=O)Nc2nccs2)CC1 the results were mHTT-CaM PPI inh -4 and Pf apPOL inh 2.
`O=[N+]([O-])c1cc(C2C=C(c3ccc(Cl)cc3)Nc3nnnn32)ccc1Cl` (centres undefined) gave mHTT-CaM PPI inh 37 and Pf apPOL inh -4.
`CN1CCC(CNC(=O)C(C)(C)C)CC1` gave mHTT-CaM PPI inh 0 and Pf apPOL inh -8.
For O=C(Nc1ccc(NC(=O)c2ccc([N+](=O)[O-])cc2Cl)cc1)c1cccs1 the results were mHTT-CaM PPI inh 3 and Pf apPOL inh -8.
`O=C(c1c(F)cccc1Cl)N1CCc2nc(-c3ccc(F)cc3)ncc2C1` gave mHTT-CaM PPI inh 2 and Pf apPOL inh -6.
For O=S(=O)(NCc1cc(F)cc2c1OCOC2)c1ccc(-c2ccccn2)s1 the results were Pf apPOL inh -34.
`COc1cc(C(C)=O)ccc1O` gave mHTT-CaM PPI inh 2 and Pf apPOL inh -10.
`CCn1ccc(C(=O)N2CCC(c3nc(C4CC4)n[nH]3)CC2)n1` gave mHTT-CaM PPI inh 1 and Pf apPOL inh -1.
For O=C(Nc1ccc(Nc2cc(-n3cccn3)ncn2)cc1)C1CCCC1 the results were mHTT-CaM PPI inh -3 and Pf apPOL inh -14.
For N#CCSc1nc(NCC2CCCO2)c2ccccc2n1 (centres undefined) the results were mHTT-CaM PPI inh 12 and Pf apPOL inh -4.
`COC(=O)C1=C(N)OC2=C(C(=O)CC(C)(C)C2)C1c1ccccc1` (centres undefined) gave mHTT-CaM PPI inh -3 and Pf apPOL inh -1.
For CC1CCCN(c2ccc3nncn3n2)C1 (centres undefined) the results were Pf apPOL inh -6.
`COc1ccc(NC(=O)c2oc3ccc(S(=O)(=O)N4CCCCC4)cc3c2C)cc1Cl` gave mHTT-CaM PPI inh -8 and Pf apPOL inh -8.
`CC(=O)c1ccc(OCC(O)CN2CCN(c3cccc(Cl)c3)CC2)cc1` (centres undefined) gave mHTT-CaM PPI inh 15 and Pf apPOL inh -2.
For O=S(=O)(C1CC1)N1CCN(c2ccccc2Cl)CC1 the results were mHTT-CaM PPI inh -12 and Pf apPOL inh -2.
`CC1=NNC(=O)C1Oc1ccc(Cl)cc1Cl` (centres undefined) gave Pf apPOL inh 41.
Screening O=S(=O)(Nc1ccc(Cn2cncn2)cc1)c1cccc(F)c1 returned mHTT-CaM PPI inh 4 and Pf apPOL inh 4.
COc1nccnc1NC1CCN(S(=O)(=O)c2cnc[nH]2)CC1 was read as mHTT-CaM PPI inh 3 and Pf apPOL inh 0.
CC(=O)NCCc1csc(C2CCCN(C(=O)c3ccc(N(C)C)cc3)C2)n1 (centres undefined) was read as mHTT-CaM PPI inh 14 and Pf apPOL inh 3.
Screening Cc1cc(C)c(NC(=O)c2ccco2)c(Cl)c1 returned mHTT-CaM PPI inh -7 and Pf apPOL inh 0.
CC(C)C(=O)NC1CCN(C(=O)C2CCC2)C1 (centres undefined) was read as mHTT-CaM PPI inh 0 and Pf apPOL inh 6.
For CC(C)Sc1ccc(CC(=O)NCC2CCN(c3ncccn3)CC2)cc1 the results were mHTT-CaM PPI inh -1 and Pf apPOL inh -14.
`CCOc1ccccc1NC(=O)C1CCN(c2cncnc2N2CCOCC2)CC1` gave mHTT-CaM PPI inh 5 and Pf apPOL inh -3.
For O=C1C2CCCCC2C(=O)N1c1ccc(NCc2ccc(F)cc2)c([N+](=O)[O-])c1 (centres undefined) the results were mHTT-CaM PPI inh 24 and Pf apPOL inh -17.
For COc1ccc2c(c1)-c1onc(C(=O)NCCSC)c1CC2 the results were mHTT-CaM PPI inh 3 and Pf apPOL inh 1.
For CCN(CC)C(=O)C1CCCN(Cc2cc(OC)c(O)c([N+](=O)[O-])c2)C1 (centres undefined) the results were mHTT-CaM PPI inh 6 and Pf apPOL inh -7.
Screening C=CCNC(=O)N1CCN(c2nc3c(F)cc(F)cc3s2)CC1 returned mHTT-CaM PPI inh -10 and Pf apPOL inh -11.
`Clc1cc2nc(-c3ccco3)c(-c3ccco3)nc2cc1Cl` gave mHTT-CaM PPI inh 100* and Pf apPOL inh -5.
Cc1ccc(-c2cn3c4ccccc4nc3n2CCN2CCN(C)CC2)cc1 was read as mHTT-CaM PPI inh 22 and Pf apPOL inh -9.
Screening O=Cc1cn(-c2ccccc2)nc1-c1ccc(F)cc1 returned mHTT-CaM PPI inh -7 and Pf apPOL inh -3.
`CCCc1oc2cc(O)c(CC)cc2c(=O)c1-c1ccc2c(c1)OCCO2` gave mHTT-CaM PPI inh 18 and Pf apPOL inh -9.
Screening COc1ccc(C=C2Oc3c(CN4CCCCC4)c(O)cc(C)c3C2=O)c(OC)c1OC returned mHTT-CaM PPI inh -2 and Pf apPOL inh -10.
`Cc1occc1C(=O)N/N=C/c1ccco1` gave mHTT-CaM PPI inh inactive.
`CN(C)CC1CN(C(=O)NCc2ccco2)CC12CCOCC2` (centres undefined) gave mHTT-CaM PPI inh 1 and Pf apPOL inh 1.
For O=C(NCCn1ccc2ccccc21)c1ccccc1C(F)(F)F the results were mHTT-CaM PPI inh -5 and Pf apPOL inh -8.

An excerpt from the list above, as a working copy:
For CCN(CC)C(=O)C1CCCN(Cc2cc(OC)c(O)c([N+](=O)[O-])c2)C1 (centres undefined) the results were mHTT-CaM PPI inh 6 and Pf apPOL inh -7.
Screening C=CCNC(=O)N1CCN(c2nc3c(F)cc(F)cc3s2)CC1 returned mHTT-CaM PPI inh -10 and Pf apPOL inh -11.
`Clc1cc2nc(-c3ccco3)c(-c3ccco3)nc2cc1Cl` gave mHTT-CaM PPI inh 100* and Pf apPOL inh -5.

(cont.)
Screening Cc1ccccc1C1CCCN1C(=O)c1c(C)noc1C (centres undefined) returned mHTT-CaM PPI inh 2 and Pf apPOL inh 0.
For O=C(c1ccc(F)cc1)N1CCc2nc(N3CCCC3)nc(N3CCCC3)c2C1 the results were mHTT-CaM PPI inh 56* and Pf apPOL inh 17.
CCc1ccc(S(=O)(=O)N2CCCC(C)(C(=O)NCc3ccccc3)C2)cc1 (centres undefined) was read as mHTT-CaM PPI inh -10 and Pf apPOL inh -2.
Screening COc1ccc(-n2nc3c(c2NC(=O)c2ccccc2)CSC3)cc1 returned mHTT-CaM PPI inh 31 and Pf apPOL inh -1.
Screening COc1ccc(NC(=O)c2ccccc2CCc2ccccc2)c(OC)c1 returned mHTT-CaM PPI inh -15 and Pf apPOL inh 0.
CSc1ncccc1C(=O)N1CCC(CCOCc2cccc(F)c2)CC1 was read as mHTT-CaM PPI inh 7 and Pf apPOL inh -1.
Screening COc1ccc(-n2nc3ccc(NC(=O)COc4ccc(Br)cc4)cc3n2)cc1 returned mHTT-CaM PPI inh -3 and Pf apPOL inh -18.
OC(CN1CCN(C2CCCCC2)CC1)c1ccc2c(c1)OCO2 (centres undefined) was read as mHTT-CaM PPI inh -3&-3 and Pf apPOL inh 1&-11.
For Cc1ccc(CNC(=O)c2cnn3c(C)c(Cc4ccccc4F)c(C)nc23)cc1 the results were mHTT-CaM PPI inh 5 and Pf apPOL inh -9.
`COc1ccc(CCN2C(=O)CC(NCCc3ccc(S(N)(=O)=O)cc3)C2=O)cc1OC` (centres undefined) gave mHTT-CaM PPI inh -4 and Pf apPOL inh 2.
For COc1cc2c(cc1OC)C(C(=O)Nc1ccc(F)cc1F)C(c1ccccc1F)N(C)C2=O (centres undefined) the results were mHTT-CaM PPI inh 17 and Pf apPOL inh -2.
For COc1cc(-n2c(C)nc3cc(C(=O)NCc4ccccn4)ccc32)cc(OC)c1OC the results were mHTT-CaM PPI inh -1 and Pf apPOL inh -4.
`O=C(O)CCN1C(=O)C(=O)C(=C(O)c2ccc(Cl)cc2)C1c1ccc([N+](=O)[O-])cc1` (centres undefined) gave mHTT-CaM PPI inh 2 and Pf apPOL inh 0.
`Cc1cccc(NC(=O)Cn2cnc(-c3nc(C)cs3)c2)c1` gave mHTT-CaM PPI inh -8 and Pf apPOL inh 20.
`CC(=O)c1cccc(NC(=O)c2cccc([N+](=O)[O-])c2C)c1` gave mHTT-CaM PPI inh 5 and Pf apPOL inh -1.
Screening O=C1C2N=NN(Cc3ccccc3)C2C(=O)N1c1ccccc1 (centres undefined) returned mHTT-CaM PPI inh -1 and Pf apPOL inh -1.
